Screening data (PubChem)
CHO-K1 Ca ag – counter-screen for M1 agonists: effect in parental CHO-K1 cells | activation, % at 3 µM | Fluo-8 calcium fluorescence; scaled to maximal ATP response, vehicle zero | 0.48% of 360,000 active; in the data active = activation above about 15%;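 note: untransfected CHO-K1 host cells lacking M1 receptor as counterscreen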
CHO parental Ca – ATP-evoked calcium signal inhibitors, parental CHO, primary screen, counter-screen for OX1R antagonist project, cell-based, fluorescence, Fluo-8 calcium dye; parental CHO-K1, ATP-induced calcium, Fluo-8 fluorescence; AID 463079, 2010; inhibition, % at 5.6 µM; 0.63% of 330,000 active;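 active = inhibition above that plate's mean sample inhibition plus 3 SD, cut at about 26% in these data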;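 note: 0% = ATP-challenged DMSO wells and 100% = DMSO wells without ATP; some compounds past the cut are filed as inactive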
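test system = CHO parental line | reagent = ATP stimulus | measured by = intracellular calcium via Fluo-8 no-wash fluorescent dye | control set = ATP and no-ATP DMSO wells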
CHRM1 antagonist – human M1 muscarinic receptor antagonists, primary screen, CHO-K1 cells, Fluo-8 calcium fluorescence, 1536-well; Muscarinic acetylcholine receptor M1 (Homo sapiens), P11229; CHO-K1 hM1, ACh EC80 antagonist; inhibition, % at 3 µM; 1.3% of 360,000 active; AID 588852, 2011;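 active = percent inhibition above its own plate's cutoff, namely the mean of that plate's compound wells plus 3 SD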;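 note: peak over basal fluorescence ratio during 140 s after agonist addition; 0% = ACh EC80 plus DMSO and 100% = DMSO alone without agonist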
Target sequence (P11229 whole entry, looked up): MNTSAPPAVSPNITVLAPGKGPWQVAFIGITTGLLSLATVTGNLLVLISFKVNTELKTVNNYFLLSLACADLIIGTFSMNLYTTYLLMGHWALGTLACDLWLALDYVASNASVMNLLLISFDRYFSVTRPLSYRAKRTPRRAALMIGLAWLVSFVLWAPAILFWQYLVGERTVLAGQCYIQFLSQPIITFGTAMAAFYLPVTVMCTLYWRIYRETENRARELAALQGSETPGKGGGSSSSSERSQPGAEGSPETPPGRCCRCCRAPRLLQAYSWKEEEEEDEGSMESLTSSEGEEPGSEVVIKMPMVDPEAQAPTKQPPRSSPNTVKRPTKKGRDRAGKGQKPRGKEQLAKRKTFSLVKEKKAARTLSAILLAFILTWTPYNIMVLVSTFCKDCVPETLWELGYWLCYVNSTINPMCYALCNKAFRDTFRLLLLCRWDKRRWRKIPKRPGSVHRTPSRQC
CHO-K1 Ca antag – nonselective inhibitor or artifact in parental CHO-K1 cells | ATP-induced calcium, Fluo-8 fluorescence | inhibition, % at 3 µM | 0.6% of 360,000 active | AID 602250;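 active = inhibition above a per-plate cutoff, the plate's mean sample inhibition plus 3 SD, cut at about 24% in these data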;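 note: 0% = DMSO plus EC80 ATP and 100% = DMSO alone without ATP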
TAAR1 antag – human TAAR1 antagonists, primary screen, Fluo-8 calcium fluorescence, CHO RD-HGA16 cells; antagonist; inhibition, % at 3 µM; AID 624466, 2012; 1.5% of 360,000 active; Trace amine-associated receptor 1 (Homo sapiens), Q96RJ0;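 active = inhibition above a per-plate cutoff, the mean inhibition of test compounds on that plate plus 3 SD, cut at about 49% in these data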;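 note: 0% = DMSO plus EC80 beta-PEA response and 100% = DMSO alone without agonist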
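Test system – hTAAR1-expressing CHO RD-HGA16 cells, Gα16-coupled · Reagent – β-PEA at EC80 concentration, post-compound challenge · Compound dosing – 3 µM, single point · Timing – 140 s kinetic read after compound, 140 s after agonist · Detection – Fluo-8 intracellular calcium dye fluorescence, real-time kinetic reads · Control set – DMSO and EC80 PEA controls · Repeats – n of 1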
OXTR potentiator – human OXTR potentiators, primary screen, fluorescence, CHO-OTR cells, Fluo-8 calcium; Fluo-8 calcium fluorescence, potentiator mode; 0% = oxytocin EC15, 100% = EC100; activation, % at 3 µM; 0.061% of 320,000 active;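 active = activation above that plate's cutoff, the mean activation of tested compounds plus 3 SD, cut at about 6.6% in these data, passing the limit was not always enough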;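 note: 100% uses oxytocin at 75 nM as the full agonist control; some results filed as inactive read as strong as hits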
Target sequence (P30559 whole entry, looked up): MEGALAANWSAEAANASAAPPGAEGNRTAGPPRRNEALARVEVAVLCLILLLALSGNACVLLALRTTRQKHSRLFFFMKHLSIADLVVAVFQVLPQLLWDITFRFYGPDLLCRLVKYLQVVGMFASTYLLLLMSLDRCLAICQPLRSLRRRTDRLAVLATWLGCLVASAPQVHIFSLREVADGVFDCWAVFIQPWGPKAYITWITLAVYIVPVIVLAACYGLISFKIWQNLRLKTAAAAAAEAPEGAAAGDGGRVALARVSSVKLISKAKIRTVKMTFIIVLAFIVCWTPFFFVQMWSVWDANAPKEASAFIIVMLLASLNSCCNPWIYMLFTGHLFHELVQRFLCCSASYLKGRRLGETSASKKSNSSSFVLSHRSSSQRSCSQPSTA
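test system = CHO-OTR cells, human receptor | compound = single-point 3.0 µM | schedule = 6 min compound pre-incubation at room temperature, 100 s kinetic read | signal = Fluo-8 no-wash calcium dye fluorescence, excitation 470-495 nm, emission 515-575 nm | repeats = single well per compound, singlicate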
M1 ag – human M1 muscarinic receptor agonists, primary screen, Fluo-8 calcium fluorescence, CHO-K1 cells, HTS; CHO-K1 hM1, agonist mode; 0% DMSO, 100% acetylcholine EC100; activation, % at 3 µM; 0.33% of 360,000 active; AID 588814, 2011;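 active = activation above the run's mean compound activation plus 3 SD, cut at about 16% in these data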;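 note: peak over basal fluorescence ratio within a 140 s kinetic read after compound addition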
TAAR1 agonist – human TAAR1 agonists, primary screen, Fluo-8 calcium fluorescence, CHO RD-HGA16 cells. AID 624467, 2012. Trace amine-associated receptor 1 (Homo sapiens), Q96RJ0. vehicle wells 0%, saturating PEA agonist 100%. activation, % at 3 µM. 0.99% of 360,000 active;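 active = activation above the mean activation of all test compounds in the run plus 3 SD, cut at about 38% in these data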
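Assay system: CHO-derived RD-HGA16 cells with stable Gα16 and human TAAR1; timing: 17-24 h seeding, 75 min 37 °C dye, 30 min RT; read-out: % activation from peak over basal fluorescence ratio, DMSO-to-PEA scaled; measured by: kinetic Fluo-8 calcium fluorescence; benchmarks: low control DMSO, high control PEA (EC100); doses: 3 µM single concentration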
M1 PAM parental – nonselective calcium activators in parental CHO-K1 cells, primary screen, counter-screen for M1 PAM project, cell-based, Fluo-8 calcium fluorescence, full deck, 1536-well. ATP EC20; 0% at ATP EC20, 100% at ATP max. activation, % at 3 µM. 0.02% of 360,000 active;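 active = activation above the run cutoff, the mean activation of all test compounds plus 3 SD, cut at about 40% in these data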;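 note: peak over basal fluorescence ratio in a 140 s read after ATP addition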
An asterisk follows results filed as active.

`Cc1cc2cc(CNC(=O)CC(C)C)ccc2n1C` gave CHO-K1 Ca ag 0.3, CHO parental Ca -8, CHRM1 antagonist -6, CHO-K1 Ca antag -3, TAAR1 antag -5, OXTR potentiator -1, M1 ag -7, TAAR1 agonist 5 and M1 PAM parental 8.
For O=C(COC(=O)c1cc2c(s1)CCCCC2)NC1CCS(=O)(=O)C1 (stereo not given) the results were CHO-K1 Ca ag 3.9, CHO parental Ca -17, CHRM1 antagonist -13, CHO-K1 Ca antag 3, TAAR1 antag -4, OXTR potentiator -11, M1 ag -5, TAAR1 agonist 1 and M1 PAM parental 6.
For Cc1c(NC(=O)c2csc3c2CCCC3)c(=O)n(-c2ccccc2)n1C the results were CHO-K1 Ca ag 0.0, CHO parental Ca -4, CHRM1 antagonist -11, CHO-K1 Ca antag 8, TAAR1 antag -8, OXTR potentiator 8, M1 ag -12, TAAR1 agonist 1 and M1 PAM parental -15.
Screening Cc1cc(O)c(Oc2cc(C)cc(O)c2O)c(O)c1 returned CHO-K1 Ca ag 0.2, CHO parental Ca 5, CHRM1 antagonist -4, CHO-K1 Ca antag 2, TAAR1 antag -13, OXTR potentiator -3, M1 ag 0, TAAR1 agonist 1 and M1 PAM parental 10.
For O=C(CN(C(=O)c1csnn1)c1ccccc1F)NCc1ccc2c(c1)OCO2 the results were CHO-K1 Ca ag 1.1, CHO parental Ca 8, CHRM1 antagonist -7, CHO-K1 Ca antag -11, TAAR1 antag -11, OXTR potentiator -6, M1 ag -4, TAAR1 agonist 0 and M1 PAM parental 11.
`Cn1c(NCc2ccccc2F)nc2cc(-c3ccsc3)sc2c1=O` gave CHO-K1 Ca ag 0.6, CHRM1 antagonist -9, CHO-K1 Ca antag -15, TAAR1 antag 2, M1 ag -2, TAAR1 agonist 2 and M1 PAM parental 16.
O=C(NNC(=O)c1cccnc1)Nc1cccc(Cl)c1Cl was read as CHO-K1 Ca ag 1.2, CHO parental Ca 0, CHRM1 antagonist -11, CHO-K1 Ca antag -10, TAAR1 antag -4, OXTR potentiator -10, M1 ag -7, TAAR1 agonist 2 and M1 PAM parental 26.
`COc1ccc(C(=O)Cn2nnc(-c3ccc(N4CCOCC4)cc3)n2)cc1OC` gave CHO-K1 Ca ag 1.1, CHO parental Ca -13, CHRM1 antagonist -10, CHO-K1 Ca antag 2, TAAR1 antag 18, OXTR potentiator 0, M1 ag -2, TAAR1 agonist 2 and M1 PAM parental 16.
Screening COc1ccc(C[C@H]2CN3C(=NC[C@H]3C)N2CCNC(=O)CCC2CCCCC2)cc1 returned CHO-K1 Ca ag 0.0, CHO parental Ca -27, CHRM1 antagonist 39*, CHO-K1 Ca antag -4, TAAR1 antag -10, OXTR potentiator 3, M1 ag -10, TAAR1 agonist 19 and M1 PAM parental 5.
`CC(C)C[C@H]1CNC(=O)C(=O)N1C[C@H](Cc1ccc(O)cc1)NC(=O)CC12CC3CC(CC(C3)C1)C2` gave CHO-K1 Ca ag 0.2, CHO-K1 Ca antag -17, TAAR1 antag -17, TAAR1 agonist 1 and M1 PAM parental 10.
Screening C=CCC[C@@H](Cc1ccc(F)cc1)C(=O)OC[C@@H]1CCCN1C(=O)[C@@H](CC=C)CC(=O)N[C@@H](CO)Cc1ccccc1 returned CHO-K1 Ca ag 0.1, CHO parental Ca -29, CHRM1 antagonist 0, CHO-K1 Ca antag -18, TAAR1 antag 34, OXTR potentiator -6, M1 ag -3, TAAR1 agonist 8 and M1 PAM parental 17.
Screening COc1ccc(F)cc1S(=O)(=O)Nc1cc2c3c(c1)CCC(=O)N3CCC2 returned CHO-K1 Ca ag 2.5, CHO parental Ca -18, CHRM1 antagonist -6, CHO-K1 Ca antag -6, TAAR1 antag 1, OXTR potentiator -5, M1 ag 2, TAAR1 agonist 5 and M1 PAM parental 22.
For Cc1ccccc1OCc1nc2ccccc2c(=O)n1/N=C/c1cccc([N+](=O)[O-])c1 the results were CHO-K1 Ca ag 0.7, CHO parental Ca -7, CHRM1 antagonist 12, CHO-K1 Ca antag 2, TAAR1 antag 15, OXTR potentiator -8, M1 ag -3, TAAR1 agonist 1 and M1 PAM parental 18.
For NNC(=O)CCc1nc2ccccc2[nH]1 the results were CHO parental Ca -20, TAAR1 antag 3, OXTR potentiator -5 and TAAR1 agonist 2.
Cc1ccc([C@@H]2C[C@H]3[C@@H](CN2S(=O)(=O)c2ccc(Cl)cc2)C(=O)C[C@@H](c2ccccc2)N3S(=O)(=O)c2ccc(C)cc2)cc1 was read as CHO-K1 Ca ag -0.1, CHRM1 antagonist 1, CHO-K1 Ca antag 1, TAAR1 antag -10, M1 ag -3, TAAR1 agonist 2 and M1 PAM parental -3.
For COc1ccc(Nc2ncc(C(=O)N3CCN(c4ccc(F)cc4)CC3)c3ccccc23)cc1 the results were CHO-K1 Ca ag 4.8, CHO parental Ca 10, CHRM1 antagonist 27, CHO-K1 Ca antag 1, TAAR1 antag 55*, OXTR potentiator -24, M1 ag 2, TAAR1 agonist 25 and M1 PAM parental -7.
O=C(NCC1CCCO1)Nc1ccc(Cl)cc1 (stereo not given) was read as CHO-K1 Ca ag 1.0, CHO parental Ca -8, CHRM1 antagonist -12, CHO-K1 Ca antag -3, TAAR1 antag -11, OXTR potentiator -2, M1 ag -3, TAAR1 agonist 3 and M1 PAM parental 18.
Screening CCCCn1c(N)c(N(CC(C)C)C(=O)CSc2nnc(C)n2-c2ccc(OC)cc2)c(=O)[nH]c1=O returned CHO-K1 Ca ag 0.1, CHO parental Ca -19, CHRM1 antagonist -5, CHO-K1 Ca antag 9, TAAR1 antag -10, OXTR potentiator -5, M1 ag -4, TAAR1 agonist 1 and M1 PAM parental 7.
`COc1cccc(NC2=C(C#N)C(=O)NC(c3cccc(OC)c3O)S2)c1` (stereo not given) gave CHO-K1 Ca ag 0.5, CHO parental Ca -4, CHRM1 antagonist -4, CHO-K1 Ca antag -7, TAAR1 antag -24, OXTR potentiator 1, M1 ag 1, TAAR1 agonist 0 and M1 PAM parental 3.
Cc1cccc(C(=O)NCCCNC(=O)c2ccc(C)nc2)c1 was read as CHO-K1 Ca ag 0.5, CHO parental Ca 6, CHRM1 antagonist -13, CHO-K1 Ca antag -13, TAAR1 antag -23, OXTR potentiator 4, M1 ag -2, TAAR1 agonist 9 and M1 PAM parental 8.

Overlap with the part before: two entries; new compounds follow.
`COc1cccc(NC2=C(C#N)C(=O)NC(c3cccc(OC)c3O)S2)c1` (stereo not given) gave CHO-K1 Ca ag 0.5, CHO parental Ca -4, CHRM1 antagonist -4, CHO-K1 Ca antag -7, TAAR1 antag -24, OXTR potentiator 1, M1 ag 1, TAAR1 agonist 0 and M1 PAM parental 3.
Cc1cccc(C(=O)NCCCNC(=O)c2ccc(C)nc2)c1 was read as CHO-K1 Ca ag 0.5, CHO parental Ca 6, CHRM1 antagonist -13, CHO-K1 Ca antag -13, TAAR1 antag -23, OXTR potentiator 4, M1 ag -2, TAAR1 agonist 9 and M1 PAM parental 8.
For CC(C)CNc1nc(Oc2ccc(=O)[nH]n2)nc(N2CCOCC2)n1 the results were CHO-K1 Ca ag 9.4, CHO parental Ca -11, CHRM1 antagonist 3, CHO-K1 Ca antag 8, TAAR1 antag -3, OXTR potentiator -2, M1 ag -8, TAAR1 agonist 0 and M1 PAM parental 17.
For O=C(CN(C(=O)CCC(=O)Nc1nccs1)c1ccc(F)cc1)NCc1ccc2c(c1)OCO2 the results were CHO-K1 Ca ag 1.6, CHO parental Ca -21, CHRM1 antagonist -2, CHO-K1 Ca antag -15, TAAR1 antag -6, OXTR potentiator -18, M1 ag -7, TAAR1 agonist 0 and M1 PAM parental 6.
`Cn1c(C(=O)Nc2ccc(Cl)cc2)cc2cc(Cl)ccc21` gave CHO-K1 Ca ag 0.8, CHO parental Ca -10, CHRM1 antagonist -4, CHO-K1 Ca antag -11, TAAR1 antag 11, OXTR potentiator -5, M1 ag -8, TAAR1 agonist 4 and M1 PAM parental 15.
For CCSc1nnc(NC(=O)[C@@H](NC(=O)c2ccccc2)C(C)C)s1 the results were CHO-K1 Ca ag 0.0, CHO parental Ca -18, CHRM1 antagonist -9, CHO-K1 Ca antag -10, TAAR1 antag 1, OXTR potentiator -9, M1 ag -11, TAAR1 agonist 6 and M1 PAM parental 9.
`COc1cccc(CNC(=O)c2ccccc2N)c1` gave CHO-K1 Ca ag 0.3, CHO parental Ca -19, CHRM1 antagonist 2, CHO-K1 Ca antag 17, TAAR1 antag 14, OXTR potentiator -2, M1 ag -3, TAAR1 agonist 1 and M1 PAM parental -10.
CC1CCN(c2ccccc2NC(=O)c2ccc(F)cc2)CC1 was read as CHO-K1 Ca ag -0.2, CHO parental Ca -30, CHRM1 antagonist 4, CHO-K1 Ca antag 9, TAAR1 antag -7, OXTR potentiator -1, M1 ag -5, TAAR1 agonist 25 and M1 PAM parental -5.
Screening Cc1cccc(C2c3[nH]c4ccccc4c3CCN2C(=O)Cc2nc(-c3ccccc3)n[nH]2)n1 (stereo not given) returned CHO-K1 Ca ag 2.4, CHO parental Ca 10, CHRM1 antagonist -3, CHO-K1 Ca antag -2, TAAR1 antag 24, OXTR potentiator -7, M1 ag -5, TAAR1 agonist 6 and M1 PAM parental 19.

Of the compounds above, these have an aryl thioether with sulfur outside any ring.
Screening CCCCn1c(N)c(N(CC(C)C)C(=O)CSc2nnc(C)n2-c2ccc(OC)cc2)c(=O)[nH]c1=O returned CHO-K1 Ca ag 0.1, CHO parental Ca -19, CHRM1 antagonist -5, CHO-K1 Ca antag 9, TAAR1 antag -10, OXTR potentiator -5, M1 ag -4, TAAR1 agonist 1 and M1 PAM parental 7.
For CCSc1nnc(NC(=O)[C@@H](NC(=O)c2ccccc2)C(C)C)s1 the results were CHO-K1 Ca ag 0.0, CHO parental Ca -18, CHRM1 antagonist -9, CHO-K1 Ca antag -10, TAAR1 antag 1, OXTR potentiator -9, M1 ag -11, TAAR1 agonist 6 and M1 PAM parental 9.
